# High-throughput results as filed in PubChem BioAssay.
# TDP1 inh = qHTS Assay for Inhibitors of Tyrosyl-DNA Phosphodiesterase (TDP1) | Potency, µM (series often up to 130 µM), for inactives: top-dose activity change, negative = inhibition, actives largely listed as inhibitors | recombinant TDP1, AlphaScreen DNA substrate cleavage | Tyrosyl-DNA phosphodiesterase 1 (Homo sapiens), Q9NUW8 | 350,000 compounds, 0.28% hits; note: nearly all actives have a fitted effect of over 40% in size
# Target sequence (Q9NUW8 whole entry, looked up): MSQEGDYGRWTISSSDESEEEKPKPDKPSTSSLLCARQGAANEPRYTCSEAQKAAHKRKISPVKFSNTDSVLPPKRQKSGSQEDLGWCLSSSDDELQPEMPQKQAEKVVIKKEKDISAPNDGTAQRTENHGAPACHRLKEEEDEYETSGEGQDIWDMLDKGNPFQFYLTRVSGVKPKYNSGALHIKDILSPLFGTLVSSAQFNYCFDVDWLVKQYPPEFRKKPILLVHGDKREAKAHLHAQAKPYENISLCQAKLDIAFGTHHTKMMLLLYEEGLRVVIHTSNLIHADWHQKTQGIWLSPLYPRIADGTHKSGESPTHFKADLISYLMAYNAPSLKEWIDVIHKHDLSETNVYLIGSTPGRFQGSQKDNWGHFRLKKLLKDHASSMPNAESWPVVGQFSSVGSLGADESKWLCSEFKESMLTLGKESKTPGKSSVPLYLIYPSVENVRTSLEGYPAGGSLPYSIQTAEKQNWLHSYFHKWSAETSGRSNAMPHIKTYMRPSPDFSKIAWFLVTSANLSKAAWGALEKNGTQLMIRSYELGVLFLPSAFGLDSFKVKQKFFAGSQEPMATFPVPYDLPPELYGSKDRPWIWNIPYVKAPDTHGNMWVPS
#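 Recombinant E. coli-expressed Tdp1 (1 nM) preincubated with compound 15 min at RT, then 5'-biotin/3'-phosphotyrosine-FITC DNA substrate (15 nM) added for 5 min. AlphaScreen beads (10 ug/ml) added, 10 min RT; tyrosine-FITC cleavage read as signal loss.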
# N370S GC = qHTS Assay for Inhibitors and Activators of N370S glucocerebrosidase as a Potential Chaperone Treatment of Gaucher Disease. N370S GC spleen homogenate, 4MU-glucoside fluorescence. Potency, µM (doses to about 59.4 µM), for inactives: at the highest dose activity change, negative = inhibition, actives largely listed as inhibitors. 330,000 compounds, 0.092% hits;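 note: 0% = full enzyme activity and -100% = no enzyme basal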
# FEN1 inh = qHTS Assay for the Inhibitors of Human Flap endonuclease 1 (FEN1). AID 588795, 2011. Recombinant FEN1 flap cleavage, fluorescence, 15 min. P39748. Potency, µM (highest dose often 114 µM), for inactives: top-dose activity change, negative = inhibition, most hits filed as inhibitors. 390,000 compounds, 0.35% hits; note: nearly all actives have a fitted effect of over 65% in size
# Target sequence (P39748 whole entry, looked up): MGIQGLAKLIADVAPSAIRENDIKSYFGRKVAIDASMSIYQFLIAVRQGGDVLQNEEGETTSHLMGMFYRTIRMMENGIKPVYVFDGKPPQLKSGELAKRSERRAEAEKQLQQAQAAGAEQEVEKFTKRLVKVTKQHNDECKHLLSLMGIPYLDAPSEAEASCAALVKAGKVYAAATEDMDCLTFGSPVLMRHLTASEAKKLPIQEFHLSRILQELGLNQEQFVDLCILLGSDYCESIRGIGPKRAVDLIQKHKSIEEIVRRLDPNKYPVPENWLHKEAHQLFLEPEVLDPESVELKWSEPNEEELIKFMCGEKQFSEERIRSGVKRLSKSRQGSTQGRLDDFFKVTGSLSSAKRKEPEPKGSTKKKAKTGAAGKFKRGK
#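 Recombinant FEN1 (10 nM) was preincubated with pin-transferred compounds for 15 min at room temperature, then flap DNA substrate (50 nM final) was added. Plates were read at 0 and 15 min, and normalized concentration–response data were fitted to a four-parameter Hill equation.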
# Numbers without * were called inactive; u = inconclusive; x = no result given; & = joins results of further samples; [ ] = dose if it differs, or a comment. Calls come from the whole dose curve; as a rule, active = well fitted curve in the direction sought with a large enough effect; inconclusive = small, poorly fitted or top-dose-only effect, or another doubt; inactive = no such curve, though single readings can be large; an effect the other way counts as inactive or inconclusive. Unless noted, % is set by controls: 0 for no effect and ±100 for the full control effect; potency is the fitted concentration of half-maximal effect.
SMILES,TDP1 inh,N370S GC,FEN1 inh
O=C1CCSC2(C(=O)N(Cc3ccc(F)cc3)c3ccccc32)N1c1ccccc1 (stereo not given),4%,x,3%
COCCCNCCCOc1ccc(Cl)cc1Br,-2%,-4%,3%
O=C(CCN1C(=O)NC2(CCCC2)C1=O)Nc1cccc(S(=O)(=O)N2CCOCC2)c1,2%,x,21%
Cc1[nH]c2ccc(F)cc2c1CCN(Cc1ccncc1)C(=S)Nc1ccccc1,8%,u,-2%
N#Cc1c(N)n(-c2ccc(C(=O)O)cc2)c2nc3ccccc3nc12,2%,u,1%
COc1ccc(-c2nnc(Sc3nc4ccccc4o3)c3ccccc23)cc1,2%,7%,2%
COc1ccc(/C=N/NC(=O)c2cccnc2)cc1COc1ccc([N+](=O)[O-])c(C)c1,5%,12%,-14%
COc1ccc(CCC(=O)NNC(=O)c2cc(Cl)ccc2OC)cc1OC,9%,3%,-1%
CCN(CC)P(=O)(Nc1ccc([N+](=O)[O-])cc1)c1c(C)nn(CCC#N)c1NC(=O)c1ccc(Cl)cc1Cl (stereo not given),6%,-15%,0%
O=C(NCCCN1CCCC1=O)C1CCC(CNS(=O)(=O)c2ccc(Cl)cc2)CC1 (stereo not given),1%,-5%,15%
O=C(N/N=C/C(Br)=C\c1ccccc1)c1cccs1,9%,18%,-9%
CCc1c(C)nc2nncn2c1Nc1ccc(Cl)cc1,5%,x,-5%
C=CCNC(=S)N/N=C(\C)c1ccccn1,10%,-9%,10%
CC1=NN(C(N)=S)C(=O)C1N=Nc1ccc(Br)cc1 (stereo not given),4%,-20%,-3%
CCn1c(=O)c(CCC(=O)NCC2CCCO2)c(C)c2c(C)nn(-c3ccc(C)cc3)c21 (stereo not given),2%,3%,17%
CC1CCCN(C(=O)CSc2nnc(-c3ccc(S(=O)(=O)N4CCOCC4)cc3)n2C)C1 (stereo not given),1%,-3%,-15%
Cc1cc(C)c2c(N)c(C(=O)NC3CC3)sc2n1,6%,11%,-14%
CCC1(CC)NC(=O)N(CC(=O)OCC(=O)Nc2ccc(F)c(F)c2F)C1=O,5%,3%,2%
CC1(OC(=O)c2cccs2)C(=O)C=C2C=C(C3CC3)OC=C2C1=O (stereo not given),1%&-1%,-2%&-6%,-21%
Cn1ncc(S(=O)(=O)Cc2ccccc2)c(Cl)c1=O,5%,-2%,-2%
S=c1[nH]nc(C2CCCCC2)n1/N=C/c1ccc(Cl)cc1,x,3%,1%
O=C(CSc1ncc(CO)n1Cc1ccccc1)Nc1nc2ccccc2s1,8%,x,-16%
COCCNCc1ccc(C(C)C)cc1,8%,17%,-7%
Cn1c(=O)c2[nH]c(-c3ccc(S(=O)(=O)O)cc3)nc2n(C)c1=O,6%[56.1 µM],u,-5%
CCCCn1c(-c2ccc(OC(F)F)cc2)nc2c1c(=O)[nH]c(=O)n2CC(C)C,-5%,-2%,1%
CCC(=O)N(CCc1ccccc1)Cc1cc2ccc(OC)cc2[nH]c1=O,x,-1%,12%
CCn1nnnc1SCC(=O)Nc1cccc(NC(C)=O)c1,3%,-19%,-5%
Cc1nn(C(=O)c2c(F)cccc2F)c(C)c1S(=O)(=O)N1CCOCC1,3%,x,-3%
Cc1ccccc1NC(=O)Cn1nnc2sc3c(c2c1=O)CC(C)(C)OC3,-3%,-6%,-6%
O=C(Nc1nc(-c2ccc(F)cc2)cs1)c1cccnc1,-3%,6%,6%
CC1CN(C(=O)COC(=O)c2cccc(S(=O)(=O)N3CCc4ccccc43)c2)CC(C)O1 (stereo not given),-3%,x,2%
CCOC(=O)c1cnc2c(CC)cccc2c1NCCCN1CCOCC1,0%,-9%,-7%
Cc1ccc(CNS(=O)(=O)c2cc3[nH]c(=O)c(=O)[nH]c3cc2C)cc1,0%,x,17%
C#CCOCCOCCOCCNc1nc(N2CCN(C(=O)[C@H](Cc3cc4ccccc4[nH]3)n3cc([C@@H](N)C(C)CC)nn3)CC2)nc(N2CCN(C(=O)[C@H](Cc3cc4ccccc4[nH]3)n3cc([C@@H](N)Cc4ccc(O)cc4)nn3)CC2)n1 (stereo not given in full),10%,u,x
CC(=O)Nc1ccccc1NC(=O)C(F)(F)F,-4%,-9%,-5%
CCN(CC)CCN1CNC(=S)N(c2ccccc2OC)C1,3%,-6%,2%

# Part of the list above in order of formula weight, ascending:
SMILES,TDP1 inh,N370S GC,FEN1 inh
CCN(CC)CCN1CNC(=S)N(c2ccccc2OC)C1,3%,-6%,2%
CCOC(=O)c1cnc2c(CC)cccc2c1NCCCN1CCOCC1,0%,-9%,-7%
Cc1ccccc1NC(=O)Cn1nnc2sc3c(c2c1=O)CC(C)(C)OC3,-3%,-6%,-6%

# Further results
SMILES,TDP1 inh,N370S GC,FEN1 inh
CC(=O)C1=C(C)Nc2ncnn2C1c1ccc(Cl)cc1 (stereo not given),5%,-4%,3%
CCN(CC)S(=O)(=O)c1cccc(C(=O)N/N=C/c2ccccc2OCC(=O)O)c1,2%,4%,1%
O=C(CN(Cc1ccco1)C(=O)c1ccccc1)Nc1ccc(Cl)c(Cl)c1,4%,x,-23%
CCN(CC)C(=O)CCn1nc(-c2ccc(C)cc2)c2ccccc2c1=O,x,13%,-14%
CCOc1cc(NC(=O)C2CCCO2)c(OCC)cc1NC(C)=O (stereo not given),0%,4%,-3%
CN(C)C(CNC(=O)c1ccc(OCc2cn3ccccc3n2)cc1)c1ccco1 (stereo not given),14µM*,x,1%
CN(C(=O)CN1C(=O)C2C3CC(C(Br)C3Br)C2C1=O)C1CCCCC1 (stereo not given),x,-2%,-13%
Cc1cccc(N2CN=c3s/c(=C\c4ccncc4)c(=O)n3C2)c1,1%,-2%,-2%
COC(=O)c1c(C(=O)OC)c(-c2ccc(OC)cc2)n2c1CS(=O)(=O)C2,x,-1%,-15%
Nc1nnc(CC(=O)N/N=C/c2ccc([N+](=O)[O-])cc2)s1,x,4%,-9%
CC(C)c1ccc(NC2CCCN(C(=O)CCN3CCCCO3)C2)cc1 (stereo not given),7%,6%,10%
O=[N+]([O-])c1c(Cl)cc(Cl)cc1Cl,4%,1%,x

# Compounds listed so far that have a COOH group:
SMILES,TDP1 inh,N370S GC,FEN1 inh
N#Cc1c(N)n(-c2ccc(C(=O)O)cc2)c2nc3ccccc3nc12,2%,u,1%
CCN(CC)S(=O)(=O)c1cccc(C(=O)N/N=C/c2ccccc2OCC(=O)O)c1,2%,4%,1%

# (continued)
SMILES,TDP1 inh,N370S GC,FEN1 inh
Nc1ncnc2c1ncn2[C@@H]1O[C@H](COP(=O)(O)OP(=O)(O)OP(=O)(O)OP(=O)(O)OC[C@@H]2O[C@H](n3cnc4c(N)ncnc43)[C@@H](O)[C@@H]2O)[C@H](O)[C@H]1O,-15%[56.1 µM],-1%,x
CC(=O)CSc1nnc2cc(C)c3cc(C)cc(C)c3n12,6%,x,12%
COc1cccc(CNC(=O)c2cccnc2Sc2ccccc2)c1,2%,-12%,-8%
CC(C(=O)O)N1C(=O)/C(=C/c2cccn2C)SC1=S (stereo not given),3%,u,-3%
Cc1cccc(OCC(=O)NCC(=O)N=Nc2c(O)[nH]c3ccc([N+](=O)[O-])cc23)c1,-11%,u,1%
O=C(NC(=S)Nc1ccccc1Br)c1ccco1,3%,1%,0%
CCn1c2c(c(C)cc1=O)C(=O)CC(C)(C)C2,0%,8%,-17%
Cc1ccc(C(=O)O/N=C2\CCS(=O)(=O)c3sccc32)cc1,-2%,19%,1%
CC1OC(Nc2cccc3ccccc23)C(O)C(O)C1O (stereo not given),4%,-9%,10%
CN(CC(=O)Nc1ccc(Cl)c(C(F)(F)F)c1)C(=O)CCC(=O)c1ccccc1,-2%,x,-15%
O=C(Nc1cc(S(=O)(=O)N2CCOCC2)ccc1N1CCOCC1)c1cccs1,0%[56.1 µM],x,5%
Cc1ccccc1Nc1c([N+](=O)[O-])ccc2c1=NC1(CCCCC1)N=2,6%,-4%,-5%
CC[C@@]1(C(=O)OC)N[C@H](CN(C)C(=O)Nc2ccc(OC)cc2)[C@@H]2C(=O)N(C)C(=O)[C@@H]21,1%,x,-12%
O=P(O)(O)C(O)(Cn1ccnc1)P(=O)(O)O,4%,-1%,x
COc1ccc(S(=O)(=O)NCc2ccc(C(=O)NCCCN3CCCC(C)C3)cc2)cc1 (stereo not given),1%,-10%,-11%
c1ccc2c(Nc3ccncc3)nc(-c3ccoc3)nc2c1,10%[56.1 µM],-1%,x
COc1cccc(/C=C2\SC(=O)N(CCC(=O)NCCCn3ccnc3)C2=O)c1,5%,-8%,2%
C=CCNC(=O)C1CC(c2cccc(OC)c2)=NO1 (stereo not given),-2%,-2%,7%
N=c1c2c3c(sc2ncn1Cc1ccco1)CCCCC3,11%,-1%,-14%
COc1ccc(-c2nnn(CC(=O)NC(=O)NC3CCCCC3)n2)cc1OC,0%,x,-1%
Cn1c(SCC(=O)Nc2cccc(S(=O)(=O)NC3=NCCCCC3)c2)nnc1-c1ccncc1,2%,11%,-12%
S=C(NCC1CCCO1)N1CCN(c2ccc(Cl)c(Cl)c2)CC1 (stereo not given),5%,3%,2%
COc1cnc(SCc2ccc(Cl)c(Cl)c2)nc1Cl,x,-21%,-7%
COCCCNC(=O)CC1C[C@H](C(=O)N2CCCCC2)[C@@]2(CCc3ccccc3)c3[nH]c4ccccc4c3CCN2C1=O (stereo not given in full),1%,x,-1%
O=C(Cc1ccc(Cl)c(Cl)c1)Nc1cccc2ncccc12,3%,-9%,0%
O=C(Nc1ccc2c(c1)CCC2)c1cc2ccccc2o1,-4%,u,-8%
O=C(N/N=C/C(Br)=C/c1ccccc1)C(O)c1ccccc1 (stereo not given),10%,-7%,7%
CC(=O)c1ccc(N2CCN(S(=O)(=O)c3cc(-c4cc(C)no4)ccc3C(C)C)CC2)cc1,1%,5%,-9%
O=C(CNS(=O)(=O)c1ccc(Br)s1)NC1CCCc2ccccc21 (stereo not given),0%,6%,-1%
COc1ccccc1CNC(=O)CSc1cc(=O)n(C)c2ccccc12,3%&5%,-16%,3%&15%
CC1CCCC(C)N1C(=O)c1cc(-c2ccc3c(c2)OCO3)on1 (stereo not given),0%,23%,1%
CCCn1c(N)c(N(CCOC)C(=O)c2ccc(N(C)S(=O)(=O)c3ccc(C)cc3)cc2)c(=O)[nH]c1=O,x,-11%,7%
CCN(CC(=O)Nc1cc(Cl)ccc1C)C(=O)CN1C(=O)NC(CC)(c2ccccc2)C1=O (stereo not given),6%,5%,-4%
COc1ccc(Cl)cc1NC(=O)c1ccc2nc(Cc3ccccc3)oc2c1,-4%,x,11%
O=c1c2cc3c(cc2nc2sc(Nc4ccccc4)nn12)OCO3,0%,x,13%
CCN(C(=O)Cn1c(=O)oc2cc(S(=O)(=O)N3CCCCC3)ccc21)c1ccccc1,2%,x,-10%

# The final 3 records of the part before are carried over, then new ones follow:
SMILES,TDP1 inh,N370S GC,FEN1 inh
COc1ccc(Cl)cc1NC(=O)c1ccc2nc(Cc3ccccc3)oc2c1,-4%,x,11%
O=c1c2cc3c(cc2nc2sc(Nc4ccccc4)nn12)OCO3,0%,x,13%
CCN(C(=O)Cn1c(=O)oc2cc(S(=O)(=O)N3CCCCC3)ccc21)c1ccccc1,2%,x,-10%
COc1ccc2c(c1)S(=O)(=O)c1ccccc1N2,x,0%,-15%
CCc1ccc(-n2nnnc2SCC(=O)NNC(=O)c2ccco2)cc1,3%,x,-14%
COc1cccc(-c2nc(NCc3cccnc3)c3ccccc3n2)c1O,x,-6%,-4%
O=C(COc1ccc(F)cc1)Nc1nc(-c2ccccn2)cs1,8%,-6%,-10%
CC(C)(C)OC(=O)N1CCC(NC(=O)c2nc[nH]c2C(=O)NC2CCN(C(=O)OC(C)(C)C)CC2)CC1,0%,x,0%
CCOc1ncnc2c1[nH]c1ccccc12,-2%,-13%,-2%
CCOC(=O)c1[nH]c2c(c1C)C(=O)CC(c1ccc(OCC)c(OC)c1)C2 (stereo not given),-3%,x,5%
CCOC(=O)CSc1nc2ccccc2n1CC(=O)N1CCN(c2ccccc2)CC1,6%,-9%,-4%
Cc1ccc(NC(=S)N2CCCCC2)cc1C,x,7%,-3%
NS(=O)(=O)c1ccc(CNC(=O)/C=C/c2ccco2)cc1,x,5%,-25%
Cc1ccc(C(=O)COC(=O)c2cnccn2)cc1,5%,-2%,-1%
CCOC(=O)C1(CCOc2ccccc2)CCN(Cc2ccc3c(c2)OCCO3)CC1,x,-3%,2%
COc1ccc(CCNCC(=O)Nc2ccc(OC(F)(F)F)cc2)cc1OC,x,-18%,8%
COc1ccc(Nc2cc(C)nc(N3CCN(C(=O)c4ccc5c(c4)OCO5)CC3)n2)cc1,0%,-1%,5%
CC(C)=NOCc1ccc(-c2cc(-c3ccccc3)no2)cc1,8%[21 µM],6%[12.8 µM],x
